High-throughput results from PubChem.
D3 antag: D3 dopamine receptor (human) antagonism | D3R cells, DiscoveRx beta-arrestin luminescence, antagonist mode; stronger effect = lower value | max response, negative = inhibition, % | hit rate 2.5% among 360,000; in the data active means max response below about -50%; inconclusive means no clear call, values can overlap the other calls; further: on the % scale 0 is the no-effect control and ±100 the full control effect; mostly tested at two doses, the higher about 12 µM
Target sequence (P35462 whole entry, looked up): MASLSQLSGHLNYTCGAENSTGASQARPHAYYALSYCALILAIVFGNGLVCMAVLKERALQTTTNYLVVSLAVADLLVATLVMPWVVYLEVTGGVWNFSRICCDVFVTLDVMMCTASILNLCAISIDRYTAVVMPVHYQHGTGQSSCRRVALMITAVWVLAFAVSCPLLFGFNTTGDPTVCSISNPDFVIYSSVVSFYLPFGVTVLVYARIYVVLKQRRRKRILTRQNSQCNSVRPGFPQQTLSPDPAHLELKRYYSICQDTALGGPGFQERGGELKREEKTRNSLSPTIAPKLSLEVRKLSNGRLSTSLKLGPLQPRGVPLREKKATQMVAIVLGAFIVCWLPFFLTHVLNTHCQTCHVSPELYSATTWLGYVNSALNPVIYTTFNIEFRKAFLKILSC
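Cells plated overnight at 1500 cells/well, then exposed to library compounds with dopamine controls for 90 minutes at 37 degrees C. DiscoveRx reagent added for 30–60 minutes at room temperature; luminescence read, quantitative HTS format.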
pAkt inh: Akt phosphorylation inhibition; activity change, % for hits at 50 µM; hit rate 0.32% among 360,000; AID 651550; Neuro2A IGF-stimulated pAkt S473 HTRF, 20 min; stronger effect = lower value; in the data active means activity change below about -80%; inconclusive means mostly about -51% to -80%; further: on the % scale 0 is the no-effect control and ±100 the full control effect
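Single-point screen (50 µM final compound) in Neuro2A cells stimulated 20 min with 6 nM IGF at 37 deg C. After lysis, Ser473-phosphorylated Akt read by HTRF (ex 330 nm, em 615/665 nm) as the 665/615 ratio.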
EPAC2 ag: agonists of human EPAC2 (RAPGEF4) | hit rate 0.079% among 360,000 | Q8WZA2 | AID 720711 | Potency, µM (titrated, usually from 154 µM), for inactives: top-dose activation, hits mostly activators | EPAC2 activation, biochemical qHTS; response scale: 100% = 6.5 mM cAMP response; further: potency means the concentration at half of the fitted maximal effect; nearly all actives have a fitted effect of over 50% in size
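Fluorescence exchange assay: 100 nM EPAC2 with 250 nM RAP1B-BODIPY-GDP and 50 uM GDP; compounds tested as a concentration-titration series (qHTS). Loss of Rap1-bound BODIPY-GDP fluorescence read at 480/540 nm; data normalized to 6.5 mM cAMP.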
D3 ag: D3 dopamine receptor (human) agonism. P35462. D3R DiscoveRx beta-arrestin cells, luminescence, 90 min. max activation, %. hit rate 0.58% among 410,000. AID 652048; in the data active means max activation above about 30%; further: 0% is about no effect; mostly tested at two doses, the higher about 12 µM
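Agonist-mode cell screen: cells plated at 1500/well and incubated overnight at 37 °C, then exposed to library compounds for 90 min at 37 °C. Detection reagent was added for 30–60 min at room temperature, and luminescence was read.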
EPAC2 antag: antagonists of human EPAC2 | Potency, µM (doses to about 114 µM), inactives show at the highest dose activity, negative = inhibition, actives largely listed as inhibitors | Q8WZA2 | hit rate 0.18% among 360,000 | EPAC2 GEF exchange of Rap1B-BODIPY-GDP, fluorescence | AID 720708; further: potency means the concentration at half of the fitted maximal effect; on the % scale 0 is the no-effect control and ±100 the full control effect; nearly all actives have a fitted effect of over 45% in size; many of its hits are not listed in these tables
PTHR1 ag: agonists of human PTHR1 parathyroid hormone receptor; Q03431; HEK293 GP2 PTHR1 cells, GloSensor cAMP luminescence, 1 h; Potency, µM (highest dose often 115 µM), for the others: at the top dose activation, usual class: activators; hit rate 0.075% among 410,000; further: potency means the concentration at half of the fitted maximal effect; nearly all actives have a fitted effect of over 55% in size; some results filed as inactive show a strong effect at the top dose; inactives centre near -15; many of its hits are not listed in these tables
Target sequence (Q03431 whole entry, looked up): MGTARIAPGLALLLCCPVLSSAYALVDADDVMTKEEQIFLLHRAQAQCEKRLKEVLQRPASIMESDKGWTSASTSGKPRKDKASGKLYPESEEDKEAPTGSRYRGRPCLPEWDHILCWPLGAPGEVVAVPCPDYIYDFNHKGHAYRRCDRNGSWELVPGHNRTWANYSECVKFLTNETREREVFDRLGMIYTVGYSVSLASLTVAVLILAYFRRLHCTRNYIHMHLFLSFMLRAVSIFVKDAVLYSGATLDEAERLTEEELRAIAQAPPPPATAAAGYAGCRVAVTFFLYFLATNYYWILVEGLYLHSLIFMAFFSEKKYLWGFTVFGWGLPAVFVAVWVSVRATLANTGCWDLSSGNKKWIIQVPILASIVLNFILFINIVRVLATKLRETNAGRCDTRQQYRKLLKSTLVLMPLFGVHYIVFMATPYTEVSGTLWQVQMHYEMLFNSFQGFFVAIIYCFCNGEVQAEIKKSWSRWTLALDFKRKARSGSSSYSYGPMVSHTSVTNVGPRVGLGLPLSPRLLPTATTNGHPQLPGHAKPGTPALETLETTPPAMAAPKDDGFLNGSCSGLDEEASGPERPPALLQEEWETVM
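HEK-293-derived GP2 cells expressing PTHR1 and a GloSensor cAMP reporter, 3,000/well, plated overnight, given luciferin plus IBMX (each 0.5 mM as added) for 1 h at 37 °C, then compound for 1 h at 37 °C. Luminescence was read after 15 min at room temperature.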
Mm-Cpn inhibitor: inhibitors of Methanococcus maripaludis chaperonin (MmCpn); purified Mm-Cpn ATPase, ADP Transcreener TR-FRET; Potency, µM (series often up to 76.9 µM), for the others: at the highest dose activity, negative = inhibition, hits mostly inhibitors; hit rate 0.031% among 330,000; AID 504842; further: potency means the concentration at half of the fitted maximal effect; on the % scale 0 is the no-effect control and ±100 the full control effect; nearly all actives have a fitted effect of over 80% in size
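Purified archaeal chaperonin (25 nM final) was preincubated with compound for 10 min at 37°C, then ATP (10 uM final) was added for 30 min at 37°C in Tris pH 7.4/KCl/MgCl2/DTT buffer. ADP was quantified by HTRF Transcreener TR-FRET.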
CCT chaperon mod: modulators of cytosolic chaperonin (CCT/TRiC) activity. purified chaperonin ATPase assay, HTRF ADP detection, 30 min. activity change, % (no concentration beside the values), hits read low. hit rate 0.3% among 360,000; in the data active means activity change below about -30%; further: on the % scale 0 is the no-effect control and ±100 the full control effect
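TRiC at 40 or 20 nM final (batch-dependent) in 30 mM Tris pH 7.4, 100 mM KCl, 5 mM MgCl2, 1 mM DTT, with compound at single 76 uM and 10 uM ATP, 30 min at 37 deg C. ADP detected by HTRF Transcreener, 665/615 ratio.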
Numbers without * were called inactive; i = inactive; ? = inconclusive; · = not tested or not shown; [ ] = another dose, or the depositor's remark. Unless noted, the call rests on the fitted dose curve; in most records, active means well fitted curve in the direction sought with a large enough effect; inconclusive means small, poorly fitted or top-dose-only effect, or another doubt; inactive means no such curve, though single readings can be large; an effect the other way counts as inactive or inconclusive. The list is partial; the hit share may differ from the screen's.

Start of the listing, in advance, 5 compounds:
Each structure is followed by: D3 antag	pAkt inh	EPAC2 ag	D3 ag	EPAC2 antag	PTHR1 ag	Mm-Cpn inhibitor	CCT chaperon mod
> CCn1cc(C(=O)O)c(=O)c2cnc(N3CCN(C(=S)Nc4ccccc4C(F)(F)F)CC3)nc21
→ -4.2	i	-5.4%	-11.8	16.1%	-7.6%	-0.6%	1.1
> CSCC[C@H](N)C(=O)NCC1CCC(C(=O)Nc2ccc3c(c2)OCO3)CC1 (stereo partly drawn)
→ -4.0	i	-1.0%	-1.3	-15.9%	-24.5%	0.3%	-0.2
> OC(c1ccccc1)(c1ccccc1)c1ccn[nH]1
→ 1.0	i	2.8%	0.0	?	-14.5%	0.2%	1.5
> C=CCNc1nc(NCCOC)c2sc(-c3ccccc3)cc2n1
→ -22.8	i	13.8%	-11.0	5.0%	-20.1%	·	-3.7
> CCOC(=O)C1CCN(C(=O)COC(=O)CNC(=O)c2ccc(OC)cc2)CC1
→ -4.6	i	9.1%	0.9	-10.9%	-18.8%	-1.1%	-1.2

The listing, previewed entries included:
Each structure is followed by: D3 antag	pAkt inh	EPAC2 ag	D3 ag	EPAC2 antag	PTHR1 ag	Mm-Cpn inhibitor	CCT chaperon mod
> CCn1cc(C(=O)O)c(=O)c2cnc(N3CCN(C(=S)Nc4ccccc4C(F)(F)F)CC3)nc21
→ -4.2	i	-5.4%	-11.8	16.1%	-7.6%	-0.6%	1.1
> CSCC[C@H](N)C(=O)NCC1CCC(C(=O)Nc2ccc3c(c2)OCO3)CC1 (stereo partly drawn)
→ -4.0	i	-1.0%	-1.3	-15.9%	-24.5%	0.3%	-0.2
> OC(c1ccccc1)(c1ccccc1)c1ccn[nH]1
→ 1.0	i	2.8%	0.0	?	-14.5%	0.2%	1.5
> C=CCNc1nc(NCCOC)c2sc(-c3ccccc3)cc2n1
→ -22.8	i	13.8%	-11.0	5.0%	-20.1%	·	-3.7
> CCOC(=O)C1CCN(C(=O)COC(=O)CNC(=O)c2ccc(OC)cc2)CC1
→ -4.6	i	9.1%	0.9	-10.9%	-18.8%	-1.1%	-1.2
> CC(=O)Nc1ccc(Nc2nc(C)c([N+](=O)[O-])c(Nc3ccccc3)n2)cc1
→ 13.8	i	10.7%	1.9	-2.7%	-46.6%[inhibitor]	0.4%	-3.9
> CC(=O)c1cccc(NC(=O)C(C)OC(=O)c2ccc(-n3cnnn3)cc2)c1 (stereo not drawn)
→ 10.8	i	17.5%	-3.2	2.2%	-35.5%[inhibitor]	0.5%	-1.0
> NC1C=CC=C(C(=O)O)C1 (stereo not drawn)
→ 19.9	i	5.6%	11.4	-10.5%	-4.6%	·	-1.8
> COc1ccccc1-c1c(C)oc2cc(OC(=O)c3ccco3)ccc2c1=O
→ 3.6	i	-15.7%	-2.3	1.9%	-22.9%	-3.3%	-1.4
> Cc1cc(NC(=O)c2cccc3c2C(=O)N(C2CCCCC2)C3)ccc1Br
→ 5.0	i	3.6%	-4.4	-6.3%	-19.6%	1.4%	-2.3
> CCOC(=O)C(NC(=O)NCc1cccc(C(F)(F)F)c1)(OCC)C(F)(F)F (stereo not drawn)
→ 1.7	i	-0.8%	6.8	-16.2%	-29.7%	0.7%	-0.8
> O=c1c2ccccc2cnn1-c1ccc2ccccc2c1
→ -9.7	i	9.6%	-29.2	-4.8%	-23.9%	-0.5%	-0.8
> Cc1c(C(=O)N(Cc2ccncc2)CC2CCCO2)oc2c(F)cccc12 (stereo not drawn)
→ 5.0	i	6.0%	9.4	-12.9%	-1.0%	0.6%	-0.6
> CSc1cc(-c2ccc(Cl)cc2)c(C(=O)NN)s1
→ -4.0	i	-1.0%	-12.0	-10.8%	i	-11.1%	-3.5
> COc1ccccc1OC(C)C(=O)Nc1ccc2c(c1)n(C)c(=O)n2C (stereo not drawn)
→ 11.0	i	-9.7%	5.4	-16.9%	i	-2.7%	-0.8
> COC(=O)[C@@]12C[C@@H](CC(=O)N3CCN(C(=O)C4CC4)CC3)C(=O)N(Cc3ccc4c(c3)OCO4)C1=CCC(C)(C)C2
→ -1.9	i	12.9%	-9.5	46.8%[activator]	-6.7%	·	·
> C=CCNC(=O)Nc1ccc(Cl)cn1
→ -11.0	i	11.9%	-9.9	3.9%	-20.4%	-1.8%	-1.1
> O=C(CC1SC(=Nc2ccc(OC(F)F)cc2)N(CCN2CCOCC2)C1=O)Nc1ccc(F)cc1F (stereo not drawn)
→ 6.8	i	2.8%	8.7	-9.7%	i	1.4%	-4.6
> CC1=C(C(=O)N(C(C)C)C(C)C)CC(CC(=O)NC2CCCCC2)C(=O)N1Cc1ccc(F)cc1 (stereo not drawn)
→ 1.1	i	-0.3%	4.8	-4.4%	-16.6%	·	-1.3
> O=C(N/N=C/c1ccncc1)c1cc([N+](=O)[O-])cc([N+](=O)[O-])c1
→ -6.2	i	0.3%	-3.8	-0.8%	-19.5%	-19.0%	-1.8
> Nc1c(Cl)cc(S(N)(=O)=O)cc1S(N)(=O)=O
→ -7.1	i	-0.5%	-1.8	7.1%	i	0.7%	-0.1
> Cc1cccnc1CN1CCN(C(=O)c2cc(COc3ccc4ncccc4c3)on2)CC1
→ 8.7	i	2.3%	5.5	2.6%	-31.0%[inhibitor]	0.0%	2.3
> O=C1c2cc(Br)ccc2N(Cc2ccc(Br)cc2)S(=O)(=O)C1c1cc(Cl)c(Cl)cc1[N+](=O)[O-] (stereo not drawn)
→ 3.8	i	-10.6%	6.8	20µM*	-59.9%[inhibitor]	?	1.1
> O=C(C(=Cc1ccc(F)cc1)C(=O)c1ccccc1)c1ccccc1
→ -61.5*	i	11.5%	-8.0	3.9%	-37.8%[inhibitor]	·	-2.7
> O=C(Cc1nnc(NC(=O)c2ccccc2)s1)N/N=C/c1cccc(O)c1
→ -23.2	i	4.4%	-10.3	-6.8%	i	-2.6%	0.7
> CCOC(=O)c1c(C)[nH]c(C(=O)N/N=C\c2ccccc2O)c1C
→ 3.1	i	-9.2%	-14.4	-2.1%	-10.9%	-0.1%	-2.9
> O=C(CN1C(=O)c2ccccc2S1(=O)=O)NCc1ccco1
→ 11.7	i	3.6%	-3.4	-0.4%	-14.5%	0.8%	0.5
> CCCCc1c(-c2cccc(OC)c2)ncn1CCc1ccccc1OC
→ 43.7	i	10.3%	5.8	?	-30.7%[inhibitor]	·	-1.5
> CCOC(=O)[C@]12CCCC=C1N(CCC1=CCCCC1)C(=O)[C@H](CC(=O)NCC1CCCCC1)C2
→ -27.1	i	15.3%	-4.3	-7.5%	-5.8%	·	·
> COc1ccc(CNC(=O)C2CC(C)=C(C)CC2C(=O)O)cc1OC (stereo not drawn)
→ 16.5	i	5.3%	2.7	5.1%	-13.7%	-2.5%	-0.3
> O=C1COC(c2ccccc2)=CN1Cc1ccccc1
→ -11.0	i	5.6%	27.9	-14.6%	-2.2%	0.2%	0.0
> Cc1csc(NC(=O)CN2C(=O)COc3ccc(Cl)cc32)n1
→ 46.1	i	-9.3%	2.8	5.6%	-15.0%	-2.3%	3.5
> C/C(=N/NC(=O)c1ccc(C)s1)c1ccncc1
→ -7.2	i	2.9%	-5.2	-5.7%	-9.4%	-1.4%	-1.2
> COCCn1c(SCC(=O)N2CCCc3ccccc32)nc2cccnc21
→ -4.6	i	3.5%	-0.2	-3.5%	i	0.7%	1.5
> Cc1ccc2nc(N3CC(C)OC(C)C3)nc(-c3ccccc3)c2c1 (stereo not drawn)
→ 26.0	i	-11.7%	6.0	-11.4%	-17.2%	1.4%	0.8
> CCOC(=O)c1c(C)[nH]c(C(=O)COC(=O)C2(C)CC2(Cl)Cl)c1C (stereo not drawn)
→ 54.2	i	-3.3%	45.3*	-1.3%	-6.2%[57.5 µM]	-1.4%	-1.1
> O=C(CCCOC(=O)c1ccc(O)cc1O)c1ccccc1
→ 13.7	i	18.4%	0.3	-8.0%	-17.4%	-1.1%	-1.4
> Cc1ccc(C)c(N2N=C(C(=O)NCCN3C(=O)S/C(=C\c4cccnc4)C3=O)CCC2=O)c1
→ 0.3	i	3.6%	-6.5	-1.7%	i	2.0%	-0.2
> COc1cc(NC(=O)C2CCC(=O)N2S(=O)(=O)c2ccc(C)cc2)cc(OC)c1 (stereo not drawn)
→ -19.8	i	3.0%	-16.8	-1.4%	i	0.5%	-0.8
> Fc1cccc(NC(=S)N2CCCCC2)c1
→ 18.8	i	-0.8%	3.0	-2.8%	i	0.1%	3.7
> COc1ccc(-c2cc(=O)c3ccccc3n2C)cc1
→ -7.3	i	0.1%	0.3	6.0%	i	-2.1%	-2.0
> CCCC(=O)N1CCCC1(C)C(=O)Nc1ccc2cn[nH]c2c1 (stereo not drawn)
→ -8.4	·	25.2%	-10.4	6.2%	9.6%	·	-1.8
> Cc1ccc(NC(=O)CC2S/C(=N/N=C3/NC(=O)CS3)NC2=O)cc1 (stereo not drawn)
→ ?	i	12.1%	2.7	14.0%	-4.4%	1.2%	-0.2
> O=C(C[C@H]1C[C@H](C(=O)N2CCOCC2)[C@@]2(CCC3CCCC3)c3[nH]c4cc(-c5ccco5)ccc4c3CCN2C1=O)NCc1cccc(C(F)(F)F)c1
→ ?	i	-11.8%	7.0	-12.2%	i	-10.2%	-4.5
> Cc1ccc(C)c(NCc2n[nH]c(=S)n2-c2ccccc2)c1
→ -19.1	i	9.1%	-4.4	-9.7%	i	0.5%	-0.4
> CCCC(=O)Nc1sc(C(=O)OC)c(C)c1C(N)=O
→ -125.0*	i	5.3%	-2.4	-1.0%	i	0.3%	0.4
> COC(=O)c1ccc(CN2CCN(Cc3ccc(F)cc3)C(CCO)C2)cc1 (stereo not drawn)
→ ?	i	7.8%	-37.2	4.3%	i	-1.4%	-0.8
